Screens (PubChem)
Pf apPOL block = Pf-apPOL DNA polymerase inhibition; Recombinant Pf-apPOL, molecular beacon fluorescence, 1.5 h; inhibition, % at 10 µM; 0.25% of 210,000 active
mHTT-CaM PPI inh = inhibitors of human mutant huntingtin-calmodulin interaction; 3.6% of 190,000 active; P42858; AlphaScreen His-mHTT/GST-CaM binding, luminescence; inhibition, % at 15 µM; AID 1671202;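 further: 0% = both proteins with DMSO and 100% = one protein alone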
Starred values were filed as active, the others as inactive; · = not tested or not shown; & = joins results of further samples. No stated cut-off is given here; in the data, active means inhibition above about 50%; inactive means the rest.

SMILES	Pf apPOL block	mHTT-CaM PPI inh
N=c1sn(-c2cc(Cl)cc(Cl)c2)c(=N)n1-c1cc(Cl)cc(Cl)c1	0	·
COc1cc([N+](=O)[O-])c(OC)cc1NS(=O)(=O)c1ccccc1	-2	6
Cc1ccccc1C(=O)Nc1c2c(nn1-c1ccc([N+](=O)[O-])cc1)CSC2	-11	16
CCCCN(C)C(=O)C1c2cc(OC)c(OC)cc2C(=O)N(C)C1c1ccccc1F (centres undefined)	-2	-8
CCOc1cc(C(=O)NCc2ccc(OC)c(OC)c2)cc(OCC)c1OCC	-2	14
Nc1ccc(C2Nc3ccccc3C3C=CCC32)cc1 (centres undefined)	-11	85*
CCC(=O)Nc1cccnc1-c1ccc(C(=O)NCc2ccccc2Cl)cc1	1	-1
COc1ccc(C2C3=C(Nc4ncnn42)c2cc(Cl)ccc2OC3c2cccs2)cc1 (centres undefined)	-2	33
COc1ccccc1/C=C/C1=NC(=C\c2ccc(F)cc2)/C(=O)O1	3	10
O=[N+]([O-])c1ccc(C=Nc2cccc(Cl)c2)cc1	0	30
CC1=NN(c2ccc(Br)cc2)C(=O)/C1=C/c1ccc(-c2ccc3c(c2)C(=O)NC3=O)o1	-1	6
COc1ccc(C(C2C(=O)CC(C)(C)CC2=O)C2C(=O)CC(C)(C)CC2=O)cc1OC	-8	4
O=C(Cn1cnc2c(-c3ccc(F)cc3)csc2c1=O)N1CCCC1	-4	-23
CC(C)N1CCN(Cc2cc(=O)[nH]c(-c3ccccc3)n2)CC1	-5	-5
CC(=O)NCCN1C(=O)C(=O)C(=C(O)c2ccc(Cl)cc2)C1c1ccc(Br)cc1 (centres undefined)	-8	-1
O=C(O)C1C2CCC(O2)C1C(=O)N1CCN(c2ccccn2)CC1 (centres undefined)	-3	-5
Cc1cccc(NC(=O)NC2CCN(c3ccccc3)C2=O)c1 (centres undefined)	-6	-3
CCC(C)NC(=O)c1cnn2c(C)c(Cc3ccccc3C)c(C)nc12 (centres undefined)	-4	87*
Cc1ccc(C(=O)N2CCCC(c3cccc(C(=O)NCc4ccco4)c3)C2)cc1 (centres undefined)	0	15
COc1ccc(-c2cc(C(F)(F)F)n3nc(C(=O)NCc4ccccc4)cc3n2)cc1OC	-1	-8
COc1ccc(N2C(=N)S/C(=C\c3ccccc3[N+](=O)[O-])C2=O)cc1	-1	23
CC(=CC1C(C)=CCCC1(C)C)C(=O)C=Cc1cccs1 (centres undefined)	2	·
CSc1cccc(NC(=O)C2CCN(S(=O)(=O)c3ccccc3)CC2)c1	-3	-7
COc1ccc(C)cc1NC(=O)COc1ccc(C)cc1C	-7	2
Cc1nc2sccn2c(=O)c1CCN1CCC(=C(c2ccc(F)cc2)c2ccc(F)cc2)CC1	-6	·
CC(C)NCC(O)COCCC1CC2CCC1C2 (centres undefined)	-4	-4
COc1ccc(C(O)CN2CCN(c3cccc(C)c3C)CC2)cc1 (centres undefined)	-2	-8
COc1cc(C(=O)n2nc(C)c(Sc3ccccc3[N+](=O)[O-])c2C)cc(OC)c1OC	0	-4
Cc1onc(-c2c(Cl)cccc2Cl)c1NC(=O)N1CCc2sccc2C1C (centres undefined)	-14	·
Cc1cc2ccccc2c(=O)n1CC(=O)NCC(=O)Nc1ccc(C(F)(F)F)cc1	-2	4
CCN1CCN(C(=O)c2cnc(-c3cccc(C)c3)nc2N(C)C)CC1	-6	6
CCOCCCN1C(=O)Cn2cccc2C1C(=O)NC1CCCCC1 (centres undefined)	-3	11
COc1cc(C=O)ccc1OCCOc1cccc(C(C)C)c1	-16	-49
Cc1ccnc(N2CCCC(C(=O)NCc3ccccc3)C2)n1 (centres undefined)	-3	-7
CC(C)C[C@@H](CN=[N+]=[N-])N1CCN(C)CCC1=O	-8	-11
COCCNC(=O)C1CCN(Cc2cc(OC)c(OC)c(OC)c2)CC1	-6	-4
OC(c1ccccn1)C1CCN(Cc2ccc(F)c(F)c2)CC1 (centres undefined)	-11	-3
O=C(Cc1c[nH]c2ccccc12)N1CCc2c(nc(-c3ccccc3)[nH]c2=O)C1	2	19
Cn1c(=O)c(C(=O)NCc2cccc(Cl)c2)nc2cccnc21	5	15
Cn1c(=O)c2[nH]c(-c3ccc(S(=O)(=O)O)cc3)nc2n(C)c1=O	-8	·
O=C(c1cccnc1)N1CCSC1c1ccccc1 (centres undefined)	-9	4
COc1ccc(Cl)cc1S(=O)(=O)N1CCC(c2nc3ccncc3n2C)C1 (centres undefined)	-4	16
CSC(Nc1cc(Cl)ccc1Cl)=C(C#N)C(=O)c1ccco1	-5&-13	·
Cc1ccccc1Nc1ncnc2c1cnn2-c1ccc(Cl)cc1	-6	10
Cc1cccc(NC(=O)CN2C(=O)C(c3ccc(C(C)(C)C)cc3)=NC2(C)C)c1	-3	-4
COc1ccc(NC(=O)c2ccco2)c([N+](=O)[O-])c1	4	9
Cc1c(Br)c(C(F)(F)F)nn1CC(=O)Nc1sc2c(c1C#N)CCC(C)C2 (centres undefined)	-2	1
CCOc1ccc(NC(=O)N2CCc3cn(CC)c4cccc(c34)C2)cc1	-2	9
Fc1cccc(CN[C@H]2CCC23CCC(c2ccccc2)CC3)c1 (some centres undefined)	0	-6
CCn1c(=O)c(NCCCc2ccccc2)nc2ccncc21	-11	2
Cc1cc2[nH]c(C(=O)NC3CC3)c(CN3CCCC3)c2s1	1	7
c1cncc(CNc2ccc(-c3nc4ccccc4s3)cc2)c1	-3	35
O=C(c1cc(Cl)sc1Cl)N(CCn1cccn1)c1nc2c(F)cccc2s1	-6	-17
O=[N+]([O-])c1cc(C=Nc2ccc3c(c2)OCCO3)ccc1Cl	-2	6
COc1ccc(Br)cc1CNC(=O)C1CCN(S(=O)(=O)N2CCCCC2)CC1	-12	17
Cn1cc(CCN2CCN(S(=O)(=O)c3ccccc3Cl)CC2)c2cccnc21	-3	25
O=C(N1CCC(n2nc(-c3ccsc3)ccc2=O)CC1)C1(c2ccccc2)CC1	-2	-1
CCC(C)n1c(=O)[nH]c2c1c(=O)n(C)c(=O)n2C (centres undefined)	-4	-1
Cc1cc(C)n(CC2CCN(C(=O)c3ccc(Br)o3)CC2)n1	-20	-6
CNC(=O)c1ccc(N(Cc2ccc(C)cc2)S(C)(=O)=O)cc1	-5	-1
Next part
SMILES	Pf apPOL block	mHTT-CaM PPI inh
COc1cc([N+](=O)[O-])ccc1N=Cc1nc(-c2ccccc2)oc1O	0	1
CCc1nccn1Cc1nc(-c2ccc(C(F)(F)F)cc2)no1	-3	3
COc1ccc(NC(=O)N2CCCC2c2ccc(F)cc2)c(OC)c1 (centres undefined)	-3	4
O=C(Nc1nnc(Cc2cccs2)o1)c1ccc(S(=O)(=O)N2CCOCC2)cc1	-55	23
N#Cc1cc(Sc2ccccn2)c(Sc2ccccn2)cc1C#N	-4&0	-2
CCc1ccc(C2CC(c3ccc(OC)cc3)n3nc(N)nc3N2)cc1 (centres undefined)	-2	-2
CC1=Nc2ccccc2C1=Cc1c(O)n(-c2ccc(F)cc2)c(=O)[nH]c1=O	-6	8
COc1cc(OC)cc(N2C=C(C#N)S(=O)(=O)c3ccc(F)cc32)c1	-4	0
Cc1nn(-c2nc(-c3ccco3)cc(C(F)(F)F)n2)c(C)c1[N+](=O)[O-]	4	-1
O=C1COc2ccc(C(=O)CN3CCNCC3)cc2N1	8	-9
COC(=O)c1cc(Nc2ccc3c(c2)OCO3)c2cc(Cl)ccc2n1	-1	25
Nc1nc(CSc2nnc(-c3ccncc3)o2)nc(Nc2ccc(F)cc2)n1	-3	-5
O=C(Nc1nc(-c2ccccc2)cs1)c1ccccc1O	-1	10
CCC(=O)N1CCC(c2ccn3ncc(C(=O)N4CCC(C)CC4)c3c2)CC1	0	8
O=c1[nH]c2ccccc2c(O)c1-c1nc(-c2ccccc2F)no1	-2	1
O=C(Nc1ccc(Br)cc1)C1CCN(C(=O)c2ccc(Cl)cc2Cl)CC1	-7	8
COc1cc([N+](=O)[O-])ccc1NC(=O)CCN1C(=O)C2C3C=CC(C3)C2C1=O (centres undefined)	-3	8
O=C1C2C3CC(C(Br)C3Br)C2C(=O)N1c1cccc(O)c1 (centres undefined)	1	-2
Cc1nc(CS(=O)(=O)c2ccccn2)sc1C(=O)NN	3&-2	·
COc1ccc2nc(N3CCCC(C(=O)NCCCN4CCC(C)CC4)C3)sc2c1 (centres undefined)	-8	4
COc1cc(OC)c(C2C3=C(CCCC3=O)Nc3nc(SC)nn32)cc1OC (centres undefined)	-7	6
COCCN(CCOC)S(=O)(=O)c1ccc(C(=O)Nc2nnc(C3CC3)o2)cc1	-16	20
Cc1ccccc1C(=O)N1CCN(C(C(=O)NC(C)C)C2CCCC2)CC1 (centres undefined)	-4	-2
Cc1cccc(NC(=O)CCCC(=O)O)c1	0	-1
Cc1cc(C)n2cc(CSc3nc4ccccc4o3)nc2n1	12	3
c1cc(-c2nnc(-c3ccncc3)o2)ccn1	-3	-2
Oc1oc(-c2ccccc2)nc1C=Nc1ccc(Cl)cc1Cl	-4	3
CCCc1nc(Cc2ccc(OC)cc2)no1	-3	-23
C=CCN(C(C)=O)c1nc(C)c(Cl)c(OC)n1	-4	-2
Cc1ccc(NC(=O)Cn2nc(N3CCCC3)c3ccccc3c2=O)c(F)c1	-2	-3
O=S(=O)(NCCc1cccc(Cl)c1)c1ccc(F)cc1	0	-21
Clc1ccc(OCCN2CCCC2)cc1Cl	-10	1
N#CNC(=Nc1ccccc1)SCc1ccccn1	·	15
COc1ccc(OC)c(C=C2SC(=S)N(C(C)C(=O)O)C2=O)c1 (centres undefined)	-13	15
Cc1nccn1CCNC(=O)CSc1ccc(F)cc1	-1	-8
O=[N+]([O-])c1cc2c(c([N+](=O)[O-])c1)Nc1cc(Cl)ccc1O2	1&20	·
CCCC1=NN2C(=N)/C(=C/c3cccc(C)c3)C(=O)N=C2S1	-5	6
CC1CCC(C(C)C)C(OCC(O)CN2CCN(CCO)CC2)C1 (centres undefined)	0	0
Cc1nn(C)c2c(=O)n(-c3ccccc3)c(CSCc3ccccc3)nc12	-2	2
Cn1ccc2c(-c3ccc(F)cc3)cc3c(c21)C1CCC3C1 (centres undefined)	2	22

4 of the compounds above, in CSV form:
Compound,Pf apPOL block,mHTT-CaM PPI inh
N#CNC(=Nc1ccccc1)SCc1ccccn1,·,15
COc1ccc(OC)c(C=C2SC(=S)N(C(C)C(=O)O)C2=O)c1 (centres undefined),-13,15
Cc1nccn1CCNC(=O)CSc1ccc(F)cc1,-1,-8
O=[N+]([O-])c1cc2c(c([N+](=O)[O-])c1)Nc1cc(Cl)ccc1O2,1&20,·

(next part)
SMILES	Pf apPOL block	mHTT-CaM PPI inh
O=C(Nc1ccc(N2CCOCC2)cc1)c1ccc2nc(-c3ccccc3)cn2c1	0	0
CC1CC(=O)C2=C(C1)OC(N)=C(C#N)C2c1cccc(Cl)c1 (centres undefined)	-3	2
CCCCOc1ccc(C2C(C#N)=C(N)Oc3n[nH]c(CCC)c32)cc1OC (centres undefined)	3	9
O=C(C1CCCN(c2nnc3ccccn23)C1)N1CCN(c2ccccn2)CC1 (centres undefined)	-2	4
O=C(Cc1csc(-c2ccccc2)n1)N1CCOCC1	-5	-2
COc1ccc2nc(NC(=O)c3ccc(Cl)s3)sc2c1	23	-16
Nc1cc(N)nc(SCCCSc2nc(N)cc(N)n2)n1	-2	7
COc1ccccc1NC(=O)c1cc(OC)c(C(=O)c2ccccc2)cc1OC	-175	-4
N#Cc1c(N)nc(SCC(=O)c2ccc(Cl)cc2)c(C#N)c1-c1ccco1	-2&-27	20&0
CN(C)/C=C1\C(=O)N(c2nc3ccccc3s2)N=C1C(F)(F)F	-13	-6&3
COc1ccccc1C(=O)N1CC2CN(S(=O)(=O)c3ccc(C)cc3)CC(C1)O2	-3	-4
COc1ccc(C(=O)Nc2cccc(I)c2)cc1[N+](=O)[O-]	-4	4
O=c1[nH]c2sc3c(c2c(=O)n1-c1ccccc1)CCCC3	-6	-15
CCCCN1C(=O)C(C)(C(=O)NC2CCCCC2)Oc2cccnc21 (centres undefined)	0	-6
CC1CCCN(c2nc(NCC(=O)O)nc(N)c2[N+](=O)[O-])C1 (centres undefined)	-5	-18
Cn1c(=O)c2c(nc3n2CC(=O)N3c2ccc3c(c2)OCO3)n(C)c1=O	-11	-2
S=C(Nc1ccc2c(c1)OCCO2)Nc1ccccc1N1CCOCC1	-26	·
COc1ccc(NC(=O)N2CCCC2c2cc(C(C)C)no2)cc1OC (centres undefined)	-3	6
COc1ccc(/C=C/C(=O)Nc2c3c(nn2-c2ccc(C)cc2)CSC3)cc1OC	-12	38
CCN(C(=O)C1CCN(c2ncnc3c2nc2n3CCCCC2)CC1)c1cc(C)ccc1C	-4	24
COc1nc(N(C)C)nc(N(C#N)C(C)C(=O)N(C)C)n1 (centres undefined)	1	-2
COc1ccc(S(=O)(=O)N(C)C)cc1OC	-4	-4
O=C(Nc1ccc(Br)cc1)c1cccc(S(=O)(=O)NCc2cccnc2)c1	-19	9

Fetched by structure from the entries so far:
SMILES	Pf apPOL block	mHTT-CaM PPI inh
COc1ccccc1C(=O)N1CC2CN(S(=O)(=O)c3ccc(C)cc3)CC(C1)O2	-3	-4
N#Cc1c(N)nc(SCC(=O)c2ccc(Cl)cc2)c(C#N)c1-c1ccco1	-2&-27	20&0
COc1ccccc1NC(=O)c1cc(OC)c(C(=O)c2ccccc2)cc1OC	-175	-4
Nc1cc(N)nc(SCCCSc2nc(N)cc(N)n2)n1	-2	7
CCCCOc1ccc(C2C(C#N)=C(N)Oc3n[nH]c(CCC)c32)cc1OC (centres undefined)	3	9
O=C(Nc1ccc(N2CCOCC2)cc1)c1ccc2nc(-c3ccccc3)cn2c1	0	0
S=C(Nc1ccc2c(c1)OCCO2)Nc1ccccc1N1CCOCC1	-26	·

2 entries from above, with values under each structure.
The line under a structure holds: Pf apPOL block, mHTT-CaM PPI inh
> CN(C)/C=C1\C(=O)N(c2nc3ccccc3s2)N=C1C(F)(F)F
 : -13, -6&3
> COc1ccccc1C(=O)N1CC2CN(S(=O)(=O)c3ccc(C)cc3)CC(C1)O2
 : -3, -4
